# Assay outcomes deposited in PubChem by National Center for Advancing Translational Sciences (NCATS).
# Menin-MLL TR inh: qHTS Assay for Inhibitors Targeting the Menin-MLL Interaction in MLL Related Leukemias: Competition With Texas Red Labeled MLL-derived Mutant Peptide. hit rate 0.23% among 270,000. Potency, µM (highest dose often 61.6 µM), inactives show top-dose FP activity change, negative = inhibition, hits mostly inhibitors. O00255. Menin + Texas Red MLL mutant peptide, fluorescence polarization. AID 1768, 2009; active = well fitted inhibition curve with a large enough effect in the polarisation, with a control signal flat, not every such curve was filed as active; inconclusive = small, poorly fitted or top-dose-only effect, or effect the other way, or a change in a side signal; inactive = no such curve, though single readings can be large or run the other way; the % refers to the polarisation; note: potency is the fitted concentration of half-maximal effect; % of control where 0% means no effect; many of its hits are not listed in these tables
# Mito fusion yeast: qHTS Assay for Small Molecule Inhibitors of Mitochondrial Division or Activators of Mitochondrial Fusion; hit rate 0.23% among 320,000; Potency, µM (titrated, usually from 46.1 µM), without a hit: at the highest dose growth rescue (activation), hits mostly activators; S. cerevisiae fusion-defective mutant growth rescue, CellTiterGlo 48 h;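 note: potency is the fitted concentration of half-maximal effect; % of control where 0% means no effect; nearly all actives have a fitted effect of over 45% in size; temperature-sensitive fusion mutants such as fzo1-1 at 37 °C on non-fermentable ethanol glycerol medium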
#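 S. cerevisiae fusion-defective temperature-sensitive mutants (e.g. fzo1-1, mgm1-5) grown 48 h at 37C in YPEG (ethanol/glycerol non-fermentable) medium with 23 nl compound per well; growth rescue read as CellTiterGlo luminescence.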
# FLuc modulator: qHTS profiling assay for firefly luciferase inhibitor/activator using purifed enzyme and Km concentrations of substrates (counterscreen for miR-21 project); Luciferin 4-monooxygenase (Photinus pyralis), P08659; purified FLuc, Km substrates, luminescence inhibition; Potency, µM (doses to about 57.5 µM), without a hit: at the top dose activity change, negative = inhibition, most hits filed as inhibitors; hit rate 6.9% among 360,000;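 note: potency is the fitted concentration of half-maximal effect; plate controls were vehicle for no effect and reference inhibitor for full effect; nearly all actives have a fitted effect of over 55% in size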
# Target sequence (P08659 whole entry, looked up): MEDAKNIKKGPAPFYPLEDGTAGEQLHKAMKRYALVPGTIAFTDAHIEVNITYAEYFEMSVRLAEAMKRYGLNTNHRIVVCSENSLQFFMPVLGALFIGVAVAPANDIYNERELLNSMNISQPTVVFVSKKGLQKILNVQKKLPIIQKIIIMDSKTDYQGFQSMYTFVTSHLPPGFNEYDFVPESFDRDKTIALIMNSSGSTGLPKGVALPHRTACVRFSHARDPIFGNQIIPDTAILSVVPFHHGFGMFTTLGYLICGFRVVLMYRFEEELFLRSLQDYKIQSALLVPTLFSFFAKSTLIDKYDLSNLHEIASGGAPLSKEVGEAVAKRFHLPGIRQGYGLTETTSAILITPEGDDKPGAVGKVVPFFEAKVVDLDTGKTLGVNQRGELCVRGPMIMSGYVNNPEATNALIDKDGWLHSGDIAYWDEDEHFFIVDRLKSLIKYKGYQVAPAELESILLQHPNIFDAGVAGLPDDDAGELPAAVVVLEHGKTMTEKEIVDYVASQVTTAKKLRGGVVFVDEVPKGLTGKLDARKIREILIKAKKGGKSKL
#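 Purified P. pyralis luciferase (10nM final) with 10uM D-luciferin and 10uM ATP (Km levels) in 50mM Tris acetate pH 7.5, 10mM Mg acetate, 0.01% Tween-20, 0.05% BSA; qHTS 6-point titration, ~60 µM downward; luminescence read.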
# MBNL1-CUG inh: qHTS Assay for Inhibitors of MBNL1-poly(CUG) RNA binding; Muscleblind-like protein 1 (Homo sapiens), Q9NR56; TR-FRET MBNL1-His/biotin-(CUG)12 binding, 665/545 ratio; Potency, µM (doses to about 57.5 µM), without a hit: at the top dose activity change, negative = inhibition, actives largely listed as inhibitors; hit rate 0.036% among 280,000; active = well fitted inhibition curve with a large enough effect in the signal ratio, with a control signal flat, not every such curve was filed as active; inconclusive = small, poorly fitted or top-dose-only effect, or effect the other way, or a change in a side signal; inactive = no such curve, though single readings can be large or run the other way; the % refers to the signal ratio; note: potency is the fitted concentration of half-maximal effect; % is set by controls: 0 for no effect and ±100 for the full control effect
# Target sequence (Q9NR56 whole entry, looked up): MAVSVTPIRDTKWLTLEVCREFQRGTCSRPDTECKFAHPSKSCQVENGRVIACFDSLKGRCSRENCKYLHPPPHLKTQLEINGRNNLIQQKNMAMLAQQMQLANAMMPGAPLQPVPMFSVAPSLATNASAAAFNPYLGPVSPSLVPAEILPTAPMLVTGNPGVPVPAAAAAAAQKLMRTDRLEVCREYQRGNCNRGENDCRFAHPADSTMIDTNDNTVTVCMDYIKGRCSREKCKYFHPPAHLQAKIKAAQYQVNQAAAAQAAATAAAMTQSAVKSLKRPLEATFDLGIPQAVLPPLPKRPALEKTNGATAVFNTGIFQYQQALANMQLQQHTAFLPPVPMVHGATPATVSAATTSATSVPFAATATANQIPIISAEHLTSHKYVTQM
#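 TR-FRET readout: Ex 340 nm, 665/545 nm emission ratio, normalized to buffer-only (basal) and MBNL1-(CUG)12 controls. Complex of MBNL1-His with Biotin-(CUG)12, compounds 92 nM–58 uM, incubated 60 min at room temperature.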
# Rab9 promoter act: qHTS Assay for Rab9 Promoter Activators; hit rate 2.8% among 320,000; Potency, µM (highest dose often 9.22 µM), inactives show at the highest dose activation, negative = inhibition, actives largely listed as activators; AID 485297, 2010; Huh7 Rab9 promoter-luciferase reporter, luminescence, 24 h; note: potency is the fitted concentration of half-maximal effect; % of control where 0% means no effect; nearly all actives have a fitted effect of over 60% in size
#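 Huh7 reporter line, Rab9 promoter upstream of luciferase. Compound exposure 24 h at 37 °C in reduced-serum medium with 10% FBS. Read-out: luminescence.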
# Gal4-VP16 FLuc: VP16 counterscreen qHTS for inhibitors of ROR gamma transcriptional activity | Drosophila S2 Gal4-VP16 UAS-luciferase, luminescence, 20 h | Potency, µM (doses to about 53.6 µM), for inactives: at the highest dose activity, negative = inhibition, hits mostly inhibitors | hit rate 3.5% among 310,000;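 note: Gal4-VP16 expression switched on by copper sulfate through the metallothionein promoter; potency is the fitted concentration of half-maximal effect; % is set by controls: 0 for no effect and ±100 for the full control effect; nearly all actives have a fitted effect of over 50% in size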
# NPC1 promoter act: qHTS Assay for NPC1 Promoter Activators | Potency, µM (doses to about 9.22 µM), without a hit: top-dose activation, usual class: activators | hit rate 2.4% among 320,000 | AID 485313, 2010 | Huh7 NPC1 promoter luciferase reporter, 24 h;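 note: potency is the fitted concentration of half-maximal effect; % of control where 0% means no effect; nearly all actives have a fitted effect of over 60% in size; reporter is driven by a mutant NPC1 promoter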
#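 Luminescence from an NPC1 promoter-driven luciferase reporter in stably transfected Huh7 cells was measured after 24 h compound treatment at 37 °C, followed by 10 min ambient incubation with luciferase detection reagent.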
# RORgamma inh: qHTS for inhibitors of ROR gamma transcriptional activity. Nuclear receptor ROR-gamma (Mus musculus), P51450. Drosophila S2 Gal4-RORgamma UAS-luciferase reporter, 20 h. Potency, µM (top dose mostly 53.6 µM), inactives show top-dose activity change, negative = inhibition, hits mostly inhibitors. hit rate 5.4% among 310,000; note: potency is the fitted concentration of half-maximal effect; % is set by controls: 0 for no effect and ±100 for the full control effect; nearly all actives have a fitted effect of over 60% in size
#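 Compounds are pin-transferred onto Drosophila Schneider cells expressing a copper-inducible Gal4–ROR gamma transactivation domain fusion. After 1 hr, copper sulfate is added to 700 uM final; luciferase is read 20 hr later.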
# PKM2 act: qHTS Assay for Activators of Human Muscle isoform 2 Pyruvate Kinase | Potency, µM (highest dose often 57.5 µM), for the others: at the highest dose activation, most hits filed as activators | Pyruvate kinase PKM (Homo sapiens), P14618 | hit rate 0.34% among 260,000 | AID 1631, 2009 | purified PKM2, Kinase-Glo ATP luminescence, activation; response scale: 0% is enzyme alone, no compound; note: potency is the fitted concentration of half-maximal effect; % is set by controls: 0 for no effect and ±100 for the full control effect; nearly all actives have a fitted effect of over 55% in size
#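 Purified hPK-M2 (>95% pure) converted ADP (0.1 mM final) to ATP with 0.5 mM PEP in 50 mM imidazole pH7.2, KCl, MgCl2, Tween 20, BSA; 1 h at room temperature. ATP detected by Kinase-Glo luminescence.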
# ELG1 DNA repair: qHTS screen for small molecules that inhibit ELG1-dependent DNA repair in human embryonic kidney (HEK293T) cells expressing luciferase-tagged ELG1 | HEK293T ELG1-luciferase reporter, luminescence, 16 h; DNA damage induced by 5-fluorouridine | Potency, µM (doses to about 46.1 µM), for the others: at the highest dose activity change, negative = inhibition, hits mostly inhibitors | hit rate 2.3% among 330,000 | AID 504467, 2011; note: potency is the fitted concentration of half-maximal effect; % is set by controls: 0 for no effect and ±100 for the full control effect; nearly all actives have a fitted effect of over 55% in size
#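 Reporter activity after DNA damage by 5-fluorouridine is monitored. Compound-treated cells incubate 16 hr at 37 °C, then ONE-Glo is added for 30 min before luminescence reading.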
# KCNH2 3.1 block: qHTS for Inhibitors of KCHN2 3.1: Mutant qHTS; Potassium voltage-gated channel subfamily H member 2, brain isoform KCNH2 3.1 (human); U2OS KCNH2 3.1, thallium flux FluxOr; active compounds read low; activity change, % (tested at about 1.8 µM); hit rate 0.95% among 340,000;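 active = maximum activity change below -70%; inconclusive = maximum activity change from -70% to -50%; inactive = maximum activity change above -50%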;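 note: thallium influx rate constant from kinetic fluorescence after stimulation buffer; % is set by controls: 0 for no effect and ±100 for the full control effect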
#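 Virally transduced U2OS (3.1 isoform, 4 h infection in dark at RT) → overnight 37 C → FluxOr + Red40 in HBSS/HEPES, 45 min → stimulation buffer, 2 min kinetic read → rate constant vs DMSO controls.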
# The depositor's hits bear a star; u = inconclusive; x = no result given; [ ] = another dose, or the depositor's remark. Unless noted, calls come from the whole dose curve; as a rule, active = well fitted curve in the direction sought with a large enough effect; inconclusive = small, poorly fitted or top-dose-only effect, or another doubt; inactive = no such curve, though single readings can be large; an effect the other way counts as inactive or inconclusive. Only part of the results is shown; rates above refer to the full screens.
SMILES,Menin-MLL TR inh,Mito fusion yeast,FLuc modulator,MBNL1-CUG inh,Rab9 promoter act,Gal4-VP16 FLuc,NPC1 promoter act,RORgamma inh,PKM2 act,ELG1 DNA repair,KCNH2 3.1 block
COc1cc(C(=S)N2CCOCC2)ccc1OC(=O)c1cc(OC)c(OC)c(OC)c1,1%,2%,2%,2%,-3%,-18%,2%,-8%,x,-1%,12
CCCCSCc1[nH]c(=O)[nH]c1C(=O)CCCCC(=O)OCC,-12%,-2%,0%,u,-2%,0%[0.365 µM],0%,2%,4%,7%,5
COCc1nnc(SCC(=O)NC(C)c2ccccc2)n1-c1ccccc1 (stereo unspecified),2%,3%,2%,u,-3%,-2%,0%,-25%,-2%,0%,-8
Cc1cc(-c2nnc3sc(-c4ccc(Cl)cc4Cl)nn23)n[nH]1,-9%,2%,6%,-4%,-10%,3%,-4%,1%,-6%,15%,0
CCOc1ccc(S(=O)(=O)N(C)CC(=O)N2CCCC2)cc1,2%,1%,9%,2%,-2%,x,-4%,x,7%,4%,-100*
Nc1cc(S(=O)(=O)c2ccc(O)c(N)c2)ccc1O,x,-3%,-1%,3%,-5%,8%,0%,-25%,27%,-4%,0
O=C(N/N=C\c1cc2c(cc1[N+](=O)[O-])OCO2)c1cccs1,x,-2%,2%,u,6%,-3%,-5%,-6%,x,12%,-1
CCC(=O)c1ccc(OCC(=O)Nc2cc(S(=O)(=O)N3CCCCC3)ccc2OC)cc1,x,-1%,-14%,8%,-2%,1%,-6%,12%,-10%,u,-24
C/C(Cl)=C\Cn1c(Nc2ccccc2)nc2c1c(=O)n(C)c(=O)n2C,3%,3%,0%,-5%,-2%,-8%,1%,29%,-5%,11µM*,1
COc1ccc(N2CCN(C(=O)Cn3nnc(-c4ccc(N(C)C)cc4)n3)CC2)cc1,-8%,20%,3%,-3%,-6%,-10%,-1%,-8%,-1%,14%,18
CC1(C)Cc2cccc(OCC(=O)Nc3ccccc3N3CCOCC3)c2O1,5%,u,1%,-5%,-3%,0%,1%,17%,2%,u,-20
CC(=O)Nc1ccc(C(=O)N/C(=C/c2ccccc2)C(=O)N2CCCCC2)cc1,x,-4%,2%,0%,-1%,8%,2%,-20%,x,12%,3
Cc1ccc([N+](=O)[O-])cc1S(=O)(=O)NCCc1c(C)[nH]c2c(C)cccc12,u,-5%,-1%,-4%,-4%,-3%,-1%,u,-3%,-2%,2
Cc1ccc(N2C(=O)c3n[nH]c(C)c3C2c2cccnc2)cc1 (stereo unspecified),-10%,-3%,-3%,-1%,0%,6%,-2%,3%,-1%,19%,4
NS(=O)(=O)c1ccc(CNC(=O)c2cc(S(=O)(=O)N3CCOCC3)c(Cl)cc2Cl)cc1,x,3%,12%,x,-2%,x,2%,x,x,11%,4
Cc1ccc(N2CC(C(=O)Nc3nnc(C)s3)CC2=O)cc1 (stereo unspecified),23%,-3%,-3%,0%,-5%,-5%,-3%,-2%,7%,8%,-2
CCCCN(Cc1cc2cccc(C)c2[nH]c1=O)S(C)(=O)=O,x,3%,0%,0%,-2%,0%,-5%,8%,-1%,3%,0
O=C(NC1CCCCC1)C(Cc1ccccc1)NS(=O)(=O)c1cccs1 (stereo unspecified),-2%,3%,5%,0%,-3%,3%,-2%,-9%,0%,-12%,-2
CCOC(=O)CSc1nnc(SCCN2C(=O)c3ccccc3C2=O)s1,1%,5%,1%,13%,-2%,22%,0%,-41%,-1%,-1%,6
CCOC(=O)C1CCN(C(=O)NC23CC4CC(CC(C4)C2)C3)CC1,-15%,4%,-1%,-11%,-4%,7%,4%,8%,0%,-2%,-5
COc1cccc(CNC(=O)c2ccc(NC(=O)CC3SC(N4CCCCC4)=NC3=O)cc2)c1 (stereo unspecified),x,-2%,u,x,-6%,x,-1%,x,x,12%,-7
O=C(O)c1ccccc1NCN1C(=O)C2CC=C(Cl)CC2C1=O (stereo unspecified),u,-5%,3%,0%,-5%,-11%,-1%,-11%,0%,0%,4
Cc1ccc(Nc2nc(-c3ccc(S(=O)(=O)N4CCCC4)cc3)cs2)cc1C,u,0%,-11%,5%,-9%,0%,-13%,10%,1%,6%,x
O=C(Nc1nnc(CC2=CCCCC2)s1)Nc1ccccc1F,x,-2%,-8%,-9%,u,-4%,u,4%,-2%,u,11
CCCc1cc(C(=O)OC)c(NC(=O)CCCC(=O)O)s1,11%,-3%,1%,-4%,-4%,4%[10 µM],-5%,2%,-1%,7%,12

# Remaining list, next part:
SMILES,Menin-MLL TR inh,Mito fusion yeast,FLuc modulator,MBNL1-CUG inh,Rab9 promoter act,Gal4-VP16 FLuc,NPC1 promoter act,RORgamma inh,PKM2 act,ELG1 DNA repair,KCNH2 3.1 block
CC(C)(C)c1ccc(OCCC(=O)NNC(=O)c2ccncc2)cc1,x,0%,u,x,2%,x,2%,x,x,15%,0
Cc1cc(C)c2nc(SCC(=O)NNC(=O)c3ccco3)c(C)cc2c1,-28%,-8%,1%,5%,12%,0%,-1%,u,-27%,0%,1
CCC(C)NC(=O)CSc1nc2ccccc2c(=O)n1CCCC(=O)NCC1CCCO1 (stereo unspecified),-15%,2%,2%,-1%,6%,-6%,7%,-6%,0%,5%,9
Cc1ccccc1NC(=O)C1(NC(=O)c2cccc(N3C(=O)CSC3c3ccccc3)c2)CCCCC1 (stereo unspecified),-4%,2%,7%,11%,-4%,3%,0%,-2%,-3%,u,0
CCCCc1nc2cc(C(=O)N3CCCCC3C(=O)OC)ccc2o1 (stereo unspecified),-8%,5%,15µM*,1%,2.8µM*,u,u,-3%,x,u,8
COc1cc(CCNC(=O)CCCn2c(=O)c3cccn3c3cccnc32)cc(OC)c1OC,-15%,-3%,-1%,-1%,-6%,-1%,0%,-20%,-7%,-1%,24
C=CCNC(=O)c1ccc(Cl)cc1Cl,17%,-1%,-2%,9%,-2%,9%,0%,7%,0%,-1%,5
COc1ccc(NS(=O)(=O)c2cc(NC(=O)CNC(=O)c3cccc(OC)c3)ccc2C)cc1,7%,-6%,0%,x,3%,-9%,-3%,u,2%,-1%,-9
OCC1(CCCc2ccccc2)CCN(Cc2ccc(F)cc2)CC1,u,24%,-5%,-13%,-4%,-3%,-1%,-6%,0%,-5%,-10
CN(CCCC(=O)Nc1nccs1)S(=O)(=O)c1ccc(Cl)cc1,6%,-1%,7%,-2%,-6%,-2%,3%,u,-1%,-24%,7
COc1ccc(SCCN2CC[C@@H](O)CCC2=O)cc1,x,-11%,-1%,x,-4%,x,-3%,x,x,u,10
COc1ccc(CCN2CC(C(=O)OCC(=O)Nc3c(C)nn(-c4ccccc4)c3C)CC2=O)cc1OC (stereo unspecified),x,0%,-1%,x,0%,x,-1%,x,x,14%,-4
CC(OC(=O)Cn1[nH]c(=O)c2ccccc2c1=O)C(=O)Nc1ccc(F)cc1Cl (stereo unspecified),x,0%,2%,x,0%,x,9%,x,x,25%,2
CC(CCc1ccccc1)NC(=O)C(=O)NCCO (stereo unspecified),-12%,1%,2%,2%,0%,-4%,-3%,-2%,-1%,23%,-78*
CN1CCN(C(=O)c2ccccc2-c2ccccc2C(=O)O)CC1,1%,-5%,-2%,-13%,8%,-10%,2%,-7%,-18%,-2%,4
O=C(c1ccc(Oc2ccc(Cl)cc2)c([N+](=O)[O-])c1)N1CCCC1,u,18%,7%,u,-7%,-9%,-3%,30%,x,3%,-8
COc1ccc(N2CCN(CC(=O)c3c[nH]c4ccccc34)CC2)cc1,x,2%,-2%,x,-3%,2%,-4%,0%,2%,-15%,-5
COc1ccc(S(=O)(=O)NCCNC(=O)N2CCOCC2)cc1,x,0%,-3%,4%,4%,-3%,0%,0%,-1%,-5%,16
COc1ccc(N2CCN(C(=O)C3CCCN(S(=O)(=O)c4c(C)noc4C)C3)CC2)cc1 (stereo unspecified),x,6%,-1%,1%,-1%,0%,8%,u,5%,-26%,-7
